MCL1-BIM inh: inhibitors of MCL1 binding to BIM-BH3, primary screen, biochemical, fluorescence polarization | inhibition, % at 10.9 µM | GST-MCL1 / FITC-Bim-BH3 fluorescence polarization | 320,000 tested, 0.68% active;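 active = inhibition above the mean inhibition of all tested compounds plus 3 SD, set per campaign, cut at about 40% in these data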;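 note: 0% = DMSO wells and 100% = unlabeled Bim-BH3 peptide control; higher means more loss of mP so more displacement of Bim peptide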
GLD-1 RNA inh: GLD-1/TGE RNA complex disruptors, primary screen, biochemical, fluorescence polarization; AID 2280, 2010; inhibition, % at 5.96 µM; Female germline-specific tumor suppressor gld-1 (Caenorhabditis elegans), Q17339; purified GLD-1 + fluorescein TGE RNA; 320,000 tested, 0.44% active;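 active = percent inhibition above a per-plate cutoff, the plate mean of test compounds plus 3 SD, cut at about 30% in these data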;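 note: 0% = DMSO wells with GLD-1 and probe and 100% = wells lacking GLD-1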
AHR act: AHR activators, primary screen, cell-based, luminescence, luciferase reporter, human; 320,000 tested, 2.5% active; Aryl hydrocarbon receptor (Homo sapiens), P35869; AHR-responsive luciferase reporter cells; AID 2796, 2010; activation, % at 5 µM; in the data active = activation above about 47%;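 note: 0% = vehicle wells and 100% = reference agonist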
Target sequence (P35869 whole entry, looked up): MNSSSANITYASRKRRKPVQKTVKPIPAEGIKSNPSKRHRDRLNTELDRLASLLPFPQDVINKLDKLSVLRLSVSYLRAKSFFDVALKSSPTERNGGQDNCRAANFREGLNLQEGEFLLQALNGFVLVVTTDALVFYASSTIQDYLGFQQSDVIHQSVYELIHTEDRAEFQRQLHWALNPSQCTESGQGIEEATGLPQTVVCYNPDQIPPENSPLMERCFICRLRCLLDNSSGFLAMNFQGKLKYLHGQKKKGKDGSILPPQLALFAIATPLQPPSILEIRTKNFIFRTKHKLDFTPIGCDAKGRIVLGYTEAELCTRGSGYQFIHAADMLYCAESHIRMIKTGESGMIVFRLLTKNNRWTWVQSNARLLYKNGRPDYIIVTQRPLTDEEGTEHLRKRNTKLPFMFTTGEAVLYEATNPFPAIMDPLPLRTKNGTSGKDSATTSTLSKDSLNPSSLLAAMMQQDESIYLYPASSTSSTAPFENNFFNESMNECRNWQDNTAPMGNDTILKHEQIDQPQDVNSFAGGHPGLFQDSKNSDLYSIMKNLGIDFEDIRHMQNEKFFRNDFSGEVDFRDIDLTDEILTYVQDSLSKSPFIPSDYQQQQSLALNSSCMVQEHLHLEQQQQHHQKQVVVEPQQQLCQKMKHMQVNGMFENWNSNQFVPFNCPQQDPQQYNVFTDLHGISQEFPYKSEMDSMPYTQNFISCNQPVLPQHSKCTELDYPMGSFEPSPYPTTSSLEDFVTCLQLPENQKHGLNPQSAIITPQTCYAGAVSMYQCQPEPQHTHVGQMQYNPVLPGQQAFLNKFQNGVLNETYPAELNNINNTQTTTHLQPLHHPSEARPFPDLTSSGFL
PME-1 inh: PME-1 inhibitors via competitive probe labeling, primary screen, biochemical, fluorescence polarization, FP-Rh probe, HTS. Protein phosphatase methylesterase 1 (Homo sapiens), Q9Y570. recombinant PME-1. inhibition, % at 5.9 µM. 320,000 tested, 0.53% active. AID 2130, 2009;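 active = inhibition above the campaign mean of all compounds plus 3 SD, cut at about 26% in these data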;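 note: competitive labeling of PME-1 active site by serine hydrolase directed probe; 0% = PME-1 with DMSO and 100% = wells lacking PME-1 enzyme; inhibitors block probe labeling so polarization falls and inhibition rises; many of its hits are not listed in these tables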
MEX-5 binding: MEX-5 zinc finger RNA-binding disruptors – biochemical, C. elegans, fluorescence polarization, MLPCN library, primary screen. Zinc finger protein mex-5 (Caenorhabditis elegans), Q9XUB2. MEX-5/FITC-TCR2 RNA binding; hits give low values. activity score (negative = inhibition of binding), % at 10 µM. 300,000 tested, 0.38% active. AID 1832, 2009;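 active = inhibition past about -25% in most replicates, and total fluorescence under double the plate's negative control median, limit read from the data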;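 note: 0% = DMSO and -100% = 5 µM competing unlabeled TCR2 RNA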
pPAFAH inh: pPAFAH enzyme inhibitors, primary screen, biochemical, fluorescence polarization, human; inhibition, % at 3.39 µM; 330,000 tested, 1.5% active; recombinant pPAFAH, FP-rhodamine probe fluorescence polarization; AID 463082, 2010;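 active = inhibition above the mean inhibition across the screen plus 3 SD, cut at about 25% in these data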;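 note: inhibitors block binding of the rhodamine activity-based probe so polarization drops; 0% = enzyme with DMSO and 100% = wells lacking pPAFAH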
Fam108B inh: mouse Fam108B serine hydrolase inhibitors, primary screen, counter-screen for RBBP9 inhibitor project, biochemical, fluorescence polarization; recombinant Fam108B, FP-Rh probe fluorescence polarization; inhibition, % at 9.51 µM; 300,000 tested, 0.33% active;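 active = inhibition above the screen mean inhibition plus 3 SD, computed separately per campaign, cut at about 18% in these data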;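 note: inhibitors lower polarization as less probe binds the enzyme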
Bcl-xL primary: inhibitors of human Bcl-xL, primary screen, biochemical, fluorescence polarization, HTS. Bcl-2-like protein 1 (Homo sapiens), Q07817. 320,000 tested, 0.7% active. inhibition, % at 10.9 µM. GST-Bcl-xL / FITC-Bim BH3 peptide fluorescence polarization;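 active = inhibition above the mean of all tested compounds plus 3 SD, cutoff set per campaign, cut at about 30% in these data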;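 note: 0% = DMSO wells and 100% = unlabeled Bim-BH3 peptide competitor; inhibitors lower millipolarization by displacing the labeled peptide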
PAFAH1B2 inh: PAFAH1B2 enzyme inhibitors, primary screen, biochemical, fluorescence polarization, human | 340,000 tested, 1.2% active | inhibition, % at 3.39 µM | recombinant PAFAH1B2, FP-rhodamine activity probe | AID 492953, 2010 | Platelet-activating factor acetylhydrolase IB subunit alpha2 (Homo sapiens), P68402;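 active = inhibition above the mean of all tested compounds plus 3 SD, cut at about 24% in these data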;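 note: 0% = enzyme with DMSO and 100% = wells lacking PAFAH1B2; many of its hits are not listed in these tables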
Starred values were filed as active, the others as inactive; / = not tested or not shown. These rows are one share of the data; the hit share may differ from the screen's.

entry	Compound	AHR act	Fam108B inh	GLD-1 RNA inh	pPAFAH inh	PAFAH1B2 inh	Bcl-xL primary	MCL1-BIM inh	PME-1 inh	MEX-5 binding
1	Cc1onc(-c2ccccc2)c1C(=O)Nc1nc(-c2ccccc2)cs1	36	-4	7	-6	-8	-6	-6	-12	1.6
2	C=CCc1ccc(OCc2ccc(C(=O)O)o2)c(OC)c1	1	1	8	6	6	5	4	-3	0.2
3	C=CCOC(=O)C1=C[C@@H](c2ccc(Br)cc2)C[C@@H](OCCCCO)O1	4	0	7	6	5	6	2	-3	-2.3
4	CC(=O)Nc1ccc(S(=O)(=O)NCC(=O)OCC(=O)Nc2sccc2C(N)=O)cc1	2	/	1	-4	4	5	8	-1	/
5	CC1CCN(c2ccc(-c3ccc(NC(=O)C(F)(F)F)cc3)nn2)CC1	50*	3	-3	-2	3	4	-6	-4	-1.4
6	COc1ccc(NC(=O)CSCC(=O)N(C)CC(=O)Nc2c(C)cccc2C)cc1	0	/	0	4	0	1	-9	3	/
7	CCC1Nc2ncnc(N3CCOCC3)c2N(Cc2ccc(OC)cc2)C1=O (stereo not given)	1	/	2	3	-1	/	/	/	/
8	Cc1ccc2nsnc2c1NC(=O)c1sc2ccccc2c1Cl	5	-10	2	2	-8	-4	5	7	-4.7
9	O=C(CCCN1C(=O)/C(=C\c2cccc(Br)c2)SC1=S)Nc1cccnc1	-2	-11	2	2	-5	6	13	7	-0.6
10	O=C(c1cccn(Cc2ccc(Cl)c(Cl)c2)c1=O)N1CCOCC1	-1	-2	-2	2	5	3	0	4	2.7
11	COc1ccc(C(CNC(=O)c2cccc(NC(=O)c3cccs3)c2)N2CCCC2)cc1 (stereo not given)	6	/	-8	-5	-2	3	2	-2	/
12	CCOC(=O)c1c(CN2CCCCC2)n(C)c2cc(Br)c(O)cc12	-1	-3	5	-7	0	2	1	-10	-0.7
13	Cc1c(C(=O)NC(=S)Nc2ccc(N3CCOCC3)cc2)cccc1[N+](=O)[O-]	3	1	-2	0	2	4	9	-3	0.3
14	COc1ccc(CC(=O)OCC(=O)NCc2ccc(Cl)cc2)cc1	1	2	-5	15	8	2	-1	4	-1.8
15	O=C(c1cc2cc([N+](=O)[O-])ccc2oc1=O)N1CCN(C2CCCCC2)CC1	2	0	6	-2	1	6	5	3	0.9
16	Cc1cccc(CN2CCNC2=O)c1	1	3	-4	1	5	0	0	-2	/
17	COc1ccc(N2CCN(C(c3ccccc3)c3nnnn3Cc3ccc(F)cc3)CC2)cc1 (stereo not given)	11	-5	0	3	4	4	18	2	-6.0
18	Cc1c(N)cccc1-n1cnnn1	-1	-1	-4	6	1	2	-8	8	1.3
19	N#C/C(=C\c1cccnc1)c1ccc(Br)cc1	6	-2	-1	3	13	-1	8	6	-2.0
20	O=C(NCCN1CCN(C(=O)c2cccc([N+](=O)[O-])c2)CC1)C(=O)NCc1ccc(Cl)cc1	-1	-1	3	8	10	-1	-1	2	0.5
21	Fc1ccccc1OCC1CCCN(Cc2nc(CC3CC3)no2)C1 (stereo not given)	1	-4	9	3	3	-1	9	-2	0.9
22	Cc1ccc(C)c(N2CCN(CC(=O)Nc3ccc([N+](=O)[O-])cc3C(=O)Nc3ccccc3F)CC2)c1	24	-2	-6	3	-7	5	10	-8	-0.3
23	COC(=O)c1ccc(NC(=O)CCS(=O)(=O)c2ccc(C)cc2)cc1	2	5	0	2	1	6	4	-3	0.7
24	O=C(CSc1nnc(-c2ccc(O)cc2)o1)NNC(=O)c1ccncc1	-1	0	-1	-3	-1	-5	-4	-3	-5.2
25	CCOC(=O)C1CCCN(C(=O)C(C)Oc2ccc(Cl)cc2Cl)C1 (stereo not given)	-1	6	-1	8	1	5	-1	1	/
26	Nc1ccc2oc(-c3ccccn3)nc2c1	0	-1	-3	2	-3	3	4	-1	0.8
27	Cc1ccc(NC(=O)CNc2cc(S(=O)(=O)N3CCOCC3)ccc2N2CCOCC2)cc1S(=O)(=O)N(C)C	-1	/	0	-1	2	/	/	/	/
28	Cc1noc(C)c1C(=O)N1CCc2ccccc2C1	3	0	8	3	-1	4	6	-5	1.7
29	O=C(CCS(=O)(=O)Cc1ccccc1F)N1CCc2ccccc2C1	0	1	-1	1	2	8	6	-5	-0.6
30	Cc1cc(-n2c(C)cc(C(=O)CSc3nnnn3-c3ccccc3)c2C)no1	0	-1	1	6	2	1	-1	0	-0.1
31	CCCCn1nc(C(=O)OCC(=O)Nc2sccc2C(N)=O)c2ccccc2c1=O	4	-4	3	-1	4	2	-3	0	-0.8
32	COc1ccc(CCNC(=O)CSc2nnc(-c3cccc(C)c3)o2)cc1OC	9	-1	-4	5	5	5	4	-1	0.0
33	CCOC(=O)c1c(C)[nH]c(C)c1C(=O)CSc1nc2ccccc2c(=O)n1-c1ccc(F)cc1	2	-2	1	-5	4	5	4	-1	0.1
34	COc1ccc(C(=O)NCc2csc(C(C)C)n2)cc1OC1CCN(C(C)=O)CC1	1	3	3	0	1	4	-1	6	0.7
35	CC(C)[C@@H](C(=O)NC1CCCC1)N1C(=O)N2CCc3c([nH]c4ccccc34)[C@@]2(C)C1=O	3	4	-3	0	3	-1	-3	2	1.6
36	COc1ccccc1NC(=O)c1ccc2c(c1)OCO2	129*	1	1	5	3	1	-2	3	4.1
37	CCC(C)(C)NC(=O)C(c1ccc(C)cc1)N(CC1CCCO1)C(=O)CNC(=O)c1cccs1 (stereo not given)	-1	-4	-4	-1	3	1	-2	-3	0.7
38	NNC(=O)c1cc2cc3ccccc3nc2s1	34	-2	4	1	1	-4	-5	-2	-4.2
39	COCC(=O)Nc1ccc(F)cc1	13	4	1	2	0	-1	-5	0	1.5
40	CC1CCCCN1C(=S)NC(=O)c1ccccc1 (stereo not given)	1	/	7	-1	10	2	6	1	/
41	COC(=O)C1=C(C)N(C)C(=O)NC1c1c(O)ccc2ccccc12 (stereo not given)	4	-3	5	4	-2	3	-2	-4	-0.7
42	CCn1c(=O)cc(OCC(=O)Nc2ccc(OC)c(OC)c2)c2ccccc21	-2	0	0	7	5	2	-3	4	-7.4
43	COc1ccc(C(=O)Nc2ccc(-c3cn4ccsc4n3)cc2)cc1S(=O)(=O)N1CCOCC1	-5	-2	0	4	6	10	-2	-2	-1.5
44	CCCCN(CC)CCNC(=O)c1cc2c(=O)[nH]c3ccc(C)cc3c2s1	6	-3	4	0	5	-1	-7	-6	1.0
45	COC(=O)c1c(NC(=O)COc2ncnc3ccccc23)sc(C)c1C	4	-6	-4	0	4	0	-5	2	0.3
46	CCS(=O)(=O)N1CCN(c2ccc([N+](=O)[O-])c(NC(C)c3ccccc3)c2)CC1 (stereo not given)	2	0	1	-1	5	5	5	7	2.3
47	CCCc1ccc(OCc2ccc(C(=O)O)o2)c(OC)c1	2	0	0	6	5	4	8	1	-0.2
48	O=C(CC(=O)c1ccccc1)Nc1cccnc1Cl	4	4	1	2	1	7	6	-3	0.9
49	CN1CCN(C(=O)c2cc([N+](=O)[O-])cc([N+](=O)[O-])c2)CC1	1	-1	12	-4	-1	-1	3	-1	1.8
50	CSc1nc2ccc(Nc3nc(N4CCOCC4)nc(N4CCOCC4)n3)cc2s1	-1	5	-1	4	-3	-1	-8	-5	/
51	COc1cc(NC(=O)c2ccccc2[N+](=O)[O-])ccc1NC(=O)c1cc2ccccc2o1	6	8	6	12	5	7	5	12	0.5
52	CC1=CC(c2ccc(Cl)cc2)n2ncnc2N1 (stereo not given)	3	5	-8	6	0	0	-3	-4	-2.5
53	O=C(c1ccccc1)n1c(=O)cc[nH]c1=O	4	-4	-7	4	2	1	-9	-2	-1.0
54	CCCNC(=O)CSc1n[nH]c(=O)n1CCc1ccccc1	2	1	-6	-2	6	2	-6	-6	-1.4
55	COc1ccc(/C=C/C(=O)Nc2ccccc2C(F)(F)F)cc1OC	0	-3	8	0	2	7	6	1	1.3
56	O=C(COc1ccc(Cl)cc1Cl)NC(=S)Nc1ccc(CN2CCOCC2)cc1	0	0	5	-6	/	3	8	-16	1.3
57	NC(=O)C1CCN(C(=O)C2CCN(S(=O)(=O)c3ccccc3)CC2)CC1	3	-1	2	1	1	6	-2	3	1.3
58	COc1cc2c(cc1O)C(Cc1ccc(O)cc1)NCC2 (stereo not given)	2	-1	7	7	8	3	0	4	0.0
59	CC(=O)c1ccc(NC(=O)c2cnn3c(C(F)F)cc(C4CC4)nc23)cc1	5	0	-1	1	5	-1	-5	-6	-1.2
60	COC(=O)C1=C(C)N(C)C(C)=C(C(=O)OC)C1c1ccccc1C	2	5	6	0	10	6	6	-1	0.1
61	COc1ccc2c(c1OC)C(=O)N(c1ccc(OCc3ccccc3)cc1)C2=O	-2	-9	6	4	-4	-1	3	0	0.4
62	CCCCCN=CC1=C(O)CC(c2ccccc2)CC1=O (stereo not given)	-1	-2	3	1	10	-1	-4	-4	0.1
63	COc1ccc(C(CNC(=O)COc2ccccc2C)N2CCOCC2)cc1 (stereo not given)	-1	2	5	6	1	7	5	2	2.4

Bioassay records as filed in PubChem.
